PhoP GFP inhibition: PhoP regulon inhibitors, Salmonella typhi PhoP promoter GFP reporter, confirmatory (AID 1850) | Salmonella Typhi PhoP-promoter GFP reporter, fluorescence, 4 h; higher % means a stronger effect | one-dose inhibition, % at 50 µM; IC50 in µM for titrated hits | hit rate 0.33% among 310,000; in the data active = a potency from the dose series; inconclusive = inhibition mostly from about 25% at the one dose, without a potency; inactive = the rest, 99 in 100 with inhibition below about 19%;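 also: 0% = induced wells with vehicle and 100% = uninduced wells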
VEEV TC-83 Vero: inhibitors of VEEV TC-83 cytopathic effect, confirmation, Vero cells (AID 588727) | inhibition, % at 20 µM; hits with a dose series show IC50 in µM | Vero cells, VEEV TC-83 cytopathic effect inhibition; higher % means a stronger effect | hit rate 0.13% among 350,000; in the data active = a potency from the dose series; inconclusive = inhibition mostly from about 14% at the one dose, without a potency; inactive = the rest, 99 in 100 with inhibition below about 12%; also: strong numbers were not always called active
tuberculosis growth: growth inhibition of non-replicating M. tuberculosis (AID 488890). Mycobacterium tuberculosis non-replicating, growth inhibition; higher % means a stronger effect. inhibition, % at 25 µM; hits with a dose series show IC50 in µM. hit rate 0.39% among 320,000; in the data active = a potency from the dose series; inconclusive = inhibition mostly from about 82% at the one dose, without a potency; inactive = the rest, 99 in 100 with inhibition below about 76%;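 also: plate controls were DMSO cells for no effect and high antibiotic wells for full effect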
M. tuberculosis HTS: M. tuberculosis growth inhibition, HTS (AID 449762) | M. tuberculosis H37Rv growth inhibition, 7H9 media; higher % means a stronger effect | hit rate 0.59% among 330,000 | inhibition, % at 25 µM; hits with a dose series show IC50 in µM; in the data active = a potency from the dose series; inconclusive = inhibition above about 70% without an active follow-up result;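 also: bacterial growth assessed after seven days of incubation; strong numbers were not always called active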
H1N1 NS1A inhibition: H1N1 influenza NS1A inhibitors, functional cell based assay (AID 504329). NS1A functional cell-based assay, percent inhibition; higher % means a stronger effect. one-dose inhibition, % at 12.5 µM; IC50 in µM for titrated hits. hit rate 0.3% among 340,000; in the data active = a potency from the dose series; inconclusive = inhibition above about 27% without an active follow-up result; also: strong numbers were not always called active
VEEV TC-83 Vero 10K pilot screen: also measured in VEEV TC-83 Vero; calls as there; inhibition, %; measured here: 10K pilot screen inhibition
Active calls of the source: *; i = inactive; ? = inconclusive; nt = no result given.

SMILES | PhoP GFP inhibition | VEEV TC-83 Vero | tuberculosis growth | M. tuberculosis HTS | H1N1 NS1A inhibition | others
CCCCCC/C(=N/O)c1ccccn1 | 3% | 5.3% | i | -4% | -2%
CC1=NNC(=O)c2ccccc2O1 | -2% | 0.7% | -1% | -8% | -11%
CC(Oc1ccccc1)C(=O)OCC(=O)NC(=O)NCc1ccco1 (stereo unspecified) | 13% | 1.8% | -9% | -3% | -12%
Cc1cc(C)c2nc(N3CCCC(C(=O)N4CCC(C(N)=O)CC4)C3)sc2c1 (stereo unspecified) | 2% | 0.8% | 8% | 7% | -4%
Nc1ccn(-c2ccccc2)c(=O)c1 | -5% | 1.1% | 4% | -1% | 2%
COc1ccc(C(=O)C2CCN(S(=O)(=O)c3ccc4c(c3)OCCO4)CC2)cc1 | -8% | i | 23% | -3% | 6%
Cc1c(-c2ccc(Cl)cc2)[n+](=O)c(-c2ccccc2)cn1[O-] | 0% | 0.7% | 21% | -4% | nt
CCCCC(CC)CNC(=O)CCS(=O)(=O)c1cccc2nsnc12 (stereo unspecified) | -2% | i | 18% | -3% | -4%
CC1CCN(Cc2ccc(NC(=O)CC3Oc4ccccc4NC3=O)cc2)CC1 (stereo unspecified) | -12% | 0.5% | nt | -1% | -6%
CN(C(=O)c1ccc(C#N)cc1)c1nnc(-c2ccccn2)s1 | nt | 1.1% | nt | nt | -15%
COc1ccc2[nH]c(=O)c(COC(=O)c3ccco3)cc2c1 | -8% | 1.3% | 1% | -9% | 8%
O=S(=O)(Nc1nnc(C2CC2)s1)c1ccccc1 | 4% | 0.3% | -7% | 3% | 16%
O=C(Nc1ncc(Cc2ccc(SC(F)F)cc2)s1)c1ccc(OC(F)F)cc1 | -6% | 8.4% | 46% | -11% | -6%
Cc1cc(-c2nnc(SCC(=O)Nc3c(C)cccc3C)n2N)n[nH]1 | -6% | 2.1% | 11% | 1% | -12%
Cc1ccc(SCC(=O)NCCN2C(=O)CSC2=O)c(C)c1 | 9% | 1.4% | 2% | -13% | -5%
COc1ccc(C2C/C(=N\O)C(C)(C)O2)cc1 (stereo unspecified) | 8% | 3.7% | -7% | 0% | 4%
O=C(NC1CCOc2ccccc21)c1ccccn1 (stereo unspecified) | 12% | 0.1% | nt | -2% | 10%
COc1cc(C(=O)N2CCN(C(=O)CC(C)C)CC2)cc(OC)c1OC | -20% | 0.2% | -10% | -3% | 5%
CCN(C(=O)CSc1nnc(COc2ccccc2F)n1N)c1c(N)n(Cc2ccccc2)c(=O)[nH]c1=O | nt | 0.1% | nt | nt | 0%
C=CCn1c(SCC(=O)Nc2cc(C)on2)nc2sc3c(c2c1=O)CCCC3 | -12% | 1.9% | -3% | 2% | 0%
CN(Cc1ccccc1)c1nc2c(c(=O)[nH]c(=O)n2C)n1Cc1ccccc1 | -4% | 2.0% | -4% | 0% | 2%
Cc1c(CC(=O)NCCC(=O)O)c(=O)oc2cc3occ(-c4ccccc4)c3cc12 | -9% | 0.6% | -4% | -10% | -1%
Cc1cc2c(cc1C)-c1nnnn1C(C)(C)C2 | 11% | 0.9% | 1% | -2% | 1% | VEEV TC-83 Vero 10K pilot screen=3.2
O=C(CSc1nnc(-c2ccc(C(F)(F)F)cn2)s1)c1ccc(Cl)cc1 | -8% | 0.9% | 24% | 7% | -1%
COC(=O)CNC(=O)CCCCC(=O)NCC(=O)OC | -10% | 1.6% | -6% | 0% | -4% | VEEV TC-83 Vero 10K pilot screen=1.0
COc1ccc(C)cc1NC(=O)CCN1CCN(c2ccccc2F)CC1 | -6% | 2.5% | 36% | -1% | -3%
CCOC(=O)C(C)Sc1nc2c(cnn2-c2ccc(F)cc2)c(=O)[nH]1 (stereo unspecified) | -11% | i | -6% | 11% | 18%
N#C/C(=C\c1c(Oc2ccccc2Cl)nc2ccccn2c1=O)C(=O)NC1CCS(=O)(=O)C1 (stereo unspecified) | 1% | >25µM* | 0% | 21% | -1%
CN1OC(COC(=O)c2ccc(Cl)cc2Cl)CC1c1ccccc1 (stereo unspecified) | -11% | i | ? | 2.4µM* | -4%
C[n+]1cccc(/C=N/NC(=O)CC23CC4CC(CC(C4)C2)C3)c1 | 14% | i | 41% | 1% | -8%
O=C1[C@@H](Oc2ccccc2)[C@@H](c2cnc3ccccc3c2)N1c1ccccc1 | nt | ? | nt | nt | 18%
CN(CCO)S(=O)(=O)c1ccc2c(c1)C(=NO)c1cc(S(=O)(=O)N(C)CCO)ccc1-2 | 10% | 2.5% | 56% | 12% | -6%
Cc1ccc(-c2cc(N)n[nH]2)cc1 | -1% | 0.4% | 0% | 5% | -2%
C=CCOC(=O)Nc1c(C(=O)OC)[nH]c2ccc(Cl)cc12 | 6% | 1.1% | -2% | 2% | -23%
FC(F)(F)c1cc(Cl)c2nc(-c3ccccc3)cn2c1 | -1% | i | 2% | 5% | 2%
O=C1COc2ccc(C(=O)CSc3nnc(Cc4cccs4)n3-c3ccccc3)cc2N1 | 10% | 8.5% | 31% | -6% | -3%
COc1ccc(C(=O)OCC(=O)N(C)C2CCS(=O)(=O)C2)cc1S(=O)(=O)N1CCCc2ccccc21 (stereo unspecified) | 8% | 1.2% | -1% | -2% | -4%
CCC1CCCCN1C1Sc2ccc(C(=O)OC)cc2NC1=O (stereo unspecified) | 10% | i | -6% | 3% | 5% | VEEV TC-83 Vero 10K pilot screen=4.7
CCCCNC(=O)CCn1c(=S)[nH]c2cc3c(cc2c1=O)OCO3 | -1% | 3.3% | -4% | -13% | -3%
O=c1[nH]c2ccc(S(=O)(=O)N3CCCC3)cc2[nH]1 | 7% | 2.8% | -13% | 2% | 11%
O=C1NCCSC1c1ccccc1 (stereo unspecified) | -4% | i | -4% | 0% | 5%
COc1ccc(C2C(C#N)=C(N)Oc3n[nH]c(C)c32)cc1CSc1ccccn1 (stereo unspecified) | 24% | 0.1% | -8% | -7% | 2%
Cc1cc(N2CCCC2)nc2ccccc12 | 17% | 2.5% | ? | 5% | 9%
Cc1cccc(C)c1N1CCN(c2nc(N(C)C)oc(=O)c2C#N)CC1 | -8% | 1.5% | -6% | -4% | 4%
CCOc1ccccc1N1CCN(CC(=O)c2c(N)n(C)c(=O)n(C)c2=O)CC1 | -5% | 0.1% | -1% | -6% | 8%
Cc1cnc(C(=O)Nc2ccc(S(=O)(=O)NCC(C)C)cc2)cn1 | 2% | 0.0% | 13% | 4% | -7%
Cc1ccc(C(=O)Nc2nc(-c3ccco3)c(-c3ccco3)s2)o1 | nt | 9.4% | nt | nt | 5%
O=C(c1ccc2ccccc2c1)C1CCCN(C(=O)CN2C(=O)CSC2=O)C1 (stereo unspecified) | 4% | 7.9% | 3% | 2% | 1%

Some of these compounds in order of formula weight, highest first:
SMILES | PhoP GFP inhibition | VEEV TC-83 Vero | tuberculosis growth | M. tuberculosis HTS | H1N1 NS1A inhibition | others
Cc1cccc(C)c1N1CCN(c2nc(N(C)C)oc(=O)c2C#N)CC1 | -8% | 1.5% | -6% | -4% | 4%
Cc1ccc(C(=O)Nc2nc(-c3ccco3)c(-c3ccco3)s2)o1 | nt | 9.4% | nt | nt | 5%
Cc1cc(N2CCCC2)nc2ccccc12 | 17% | 2.5% | ? | 5% | 9%

(cont.)
SMILES | PhoP GFP inhibition | VEEV TC-83 Vero | tuberculosis growth | M. tuberculosis HTS | H1N1 NS1A inhibition | others
Cc1c(NC(=O)C(C)OC(=O)c2ccc(Br)o2)c(=O)n(-c2ccccc2)n1C (stereo unspecified) | 5% | i | -13% | -4% | -6%
COc1ccc(Cl)cc1NS(=O)(=O)c1cccc(C(=O)NC2CCN(Cc3ccccc3)CC2)c1 | nt | 3.1% | nt | nt | 2%
COc1cc(NC(=O)c2ccc(C)c([N+](=O)[O-])c2)ccc1NC(=O)c1ccco1 | -2% | nt | -6% | 4% | nt
COc1ccc(S(=O)(=O)Cc2ccc(C(=O)NCc3ccco3)o2)cc1 | 3% | 2.7% | 6% | -10% | 3%
Fc1ccccc1Nc1ncnc2c1nnn2Cc1ccccc1 | -1% | 2.4% | 18% | -1% | -8%
COc1ccc(-c2cc(-c3ccccc3)n[nH]2)c(O)c1 | -1% | 7.0% | -12% | ? | -17%
Cc1ccc(C)c(NC(=O)C2CCCN(S(=O)(=O)c3c(C)noc3/C=C/N(C)C)C2)c1 (stereo unspecified) | 3% | 0.7% | 8% | 3% | -2%
Cc1noc2ncc(C(=O)c3cc(F)ccc3O)cc12 | -2% | 6.9% | -4% | -6% | -15%
CSc1nc(Oc2ccc(=O)[nH]n2)nc(N(C)C)n1 | 10% | 0.6% | -8% | -5% | -4%
O=C(CN1C(=O)NC2(CCCCCC2)C1=O)c1ccc(OC(F)F)cc1OC(F)F | 3% | 8.7% | 1% | 27% | -3%
COC(=O)c1[nH]c2ccccc2c1NC(=O)C(C)N1CCN(C(=O)c2ccco2)CC1 (stereo unspecified) | -3% | 0.1% | 7% | -9% | 0%
CC(O)(Cc1ccccn1)Cc1ccccn1 | nt | 0.7% | nt | nt | 4%

For reference, some entries already given.
SMILES | PhoP GFP inhibition | VEEV TC-83 Vero | tuberculosis growth | M. tuberculosis HTS | H1N1 NS1A inhibition | others
Fc1ccccc1Nc1ncnc2c1nnn2Cc1ccccc1 | -1% | 2.4% | 18% | -1% | -8%
COc1ccc(-c2cc(-c3ccccc3)n[nH]2)c(O)c1 | -1% | 7.0% | -12% | ? | -17%
Cc1ccc(C)c(NC(=O)C2CCCN(S(=O)(=O)c3c(C)noc3/C=C/N(C)C)C2)c1 (stereo unspecified) | 3% | 0.7% | 8% | 3% | -2%

(further entries)
SMILES | PhoP GFP inhibition | VEEV TC-83 Vero | tuberculosis growth | M. tuberculosis HTS | H1N1 NS1A inhibition | others
N/C(=N\OC(=O)c1cccc2ccccc12)c1ccncc1 | -5% | 5.5% | 14% | 2% | 1%
CC(=O)Nc1cccc(/C(C)=N/NS(=O)(=O)c2ccccc2)c1 | 4% | 2.1% | -4% | -4% | nt
CC1=C(C(=O)O)N2C(=O)C(NC(=O)c3ccc(F)cc3)C2SC1 (stereo unspecified) | nt | 4.2% | -18% | -9% | -3%
Cc1cccc(N2CCN(C(=O)c3cccc(N4C(=O)C5C6C=CC(C6)C5C4=O)c3)CC2)c1C (stereo unspecified) | 13% | 3.0% | 7% | 1% | 4%
CC(C)(C)n1nc2c(c1NC(=O)c1cc(Cl)ccc1[N+](=O)[O-])CS(=O)(=O)C2 | 6% | 5.2% | 8% | 2% | 0%
COCCNC(=S)N1CCN(c2nc3ccccc3s2)CC1 | -1% | 1.4% | 22% | -1% | -1%
Oc1ccc(Cl)cc1CNCc1ccc(C(F)(F)F)cc1 | -9% | i | ? | ? | 9%
COc1cc(CCC(=O)OCC(=O)Nc2ccc(F)c(F)c2)cc(OC)c1OC | 0% | 1.8% | 5% | 0% | 6%
CN(C(=O)c1ccncc1)c1nnc(-c2cccnc2)s1 | 9% | 1.4% | -19% | -10% | 4%
C/C(=N/NC(=O)c1ccncc1)c1ccc(NC(=O)c2ccc(Cl)cc2Cl)cc1 | 6% | 0.2% | 50% | ? | -7%
Cc1ccn2cc(-c3ccc(Br)cc3)nc2c1 | 1% | 0.7% | 12% | 2% | 18%
COc1ccc(N(C(=O)CNC(=O)c2ccco2)C(C(=O)NC2CCCCC2)c2cccnc2)cc1 (stereo unspecified) | 9% | 1.5% | -5% | 0% | -4%
Cc1cc(C)cc(OCC(=O)OCC(=O)c2ccc3c(c2)NC(=O)CO3)c1 | 4% | 0.6% | 33% | 6% | 3%
O=C(COC(=O)CNS(=O)(=O)c1ccccc1)NC12CC3CC(CC(C3)C1)C2 | -2% | 2.2% | 1% | 2% | 3%
CCCNC(=O)C(Cc1cccc(OC)c1)NC(=O)c1ccc(C(C)(C)C)cc1 (stereo unspecified) | nt | 0.2% | -20% | -1% | 3%
Cc1nn(-c2ccccc2)c(C)c1C(=O)OCC(=O)Nc1cccc(S(N)(=O)=O)c1 | nt | 2.3% | -4% | -7% | -2%
Cc1ccc(S(=O)(=O)NCC2CCC(C(=O)NCCCN3CCOCC3)CC2)cc1 (stereo unspecified) | -1% | 0.5% | -10% | 4% | -6%
CCN(CCn1cccn1)Cc1cn[nH]c1-c1ccc(-c2ccccc2)cc1 | -3% | 5.7% | 23% | 5% | 0%
Cn1cc(Br)c(NC(=O)/C=C/C(=O)O)n1 | -3% | 10% | 7% | 0% | -19%
Cc1cccc(N/C(N)=N/c2nc(C)cc(=O)[nH]2)c1 | 0% | 2.4% | 10% | 2% | -14%
COc1ccc(C2=[N+]([O-])C(C)(C)C(c3ccccc3)=N2)cc1 | 5% | 1.4% | 6% | ? | -6%
Cc1ccc(CNC(=S)Nc2ccc(OC(F)F)cc2C)cc1 | -6% | i | 52% | 2% | -9%

High-throughput results deposited in PubChem by Southern Research Specialized Biocontainment Screening Center.
